# PP5 inh: PP5 phosphatase inhibitors, primary screen, biochemical, fluorescence; Serine/threonine-protein phosphatase 5 (Homo sapiens), P53041; purified PP5c, OMFP substrate fluorescence; inhibition, % at 6.7 µM; 320,000 tested, 0.18% active;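 active = inhibition above the campaign's mean inhibition across all tested compounds plus 3 SD, cut at about 9.5% in these data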;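 note: 0% = DMSO only and 100% = 100 µM cantharidin control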
# HCV core dimer: inhibitors of HCV core protein dimerization, primary screen, biochemical, TR-FRET, high-throughput; TR-FRET GST/Flag-core106 dimerization, 1536-well; inhibition, % at 5 µM; 300,000 tested, 0.33% active;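 active = inhibition above the mean of all tested compounds plus 3 SD, set per screening campaign, cut at about 45% in these data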
#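 assay system = GST-tagged and Flag-tagged HCV core protein residues 1-106 | controls = unlabelled core106 and no-GST-core106 wells | incubation = compound-protein-antibody incubation 4 h at 22.5 °C | probe or stimulus = Eu donor and XL665 acceptor anti-tag antibodies | read-out = % inhibition based on acceptor/donor emission ratio | signal = TR-FRET 671 and 617 nm emission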
# PREPL inh: PREPL enzyme inhibitors, primary screen, biochemical, fluorescence polarization | AID 2751, 2010 | Prolyl endopeptidase-like (Homo sapiens), Q4J6C6 | inhibition, % at 5.96 µM | recombinant PREPL, fluorescence polarization activity-based probe | 320,000 tested, 0.68% active; in the data active = inhibition above about 43%;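 note: 0% = enzyme with DMSO and 100% = wells lacking enzyme; many of its hits are not listed in these tables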
# Target sequence (Q4J6C6 whole entry, looked up): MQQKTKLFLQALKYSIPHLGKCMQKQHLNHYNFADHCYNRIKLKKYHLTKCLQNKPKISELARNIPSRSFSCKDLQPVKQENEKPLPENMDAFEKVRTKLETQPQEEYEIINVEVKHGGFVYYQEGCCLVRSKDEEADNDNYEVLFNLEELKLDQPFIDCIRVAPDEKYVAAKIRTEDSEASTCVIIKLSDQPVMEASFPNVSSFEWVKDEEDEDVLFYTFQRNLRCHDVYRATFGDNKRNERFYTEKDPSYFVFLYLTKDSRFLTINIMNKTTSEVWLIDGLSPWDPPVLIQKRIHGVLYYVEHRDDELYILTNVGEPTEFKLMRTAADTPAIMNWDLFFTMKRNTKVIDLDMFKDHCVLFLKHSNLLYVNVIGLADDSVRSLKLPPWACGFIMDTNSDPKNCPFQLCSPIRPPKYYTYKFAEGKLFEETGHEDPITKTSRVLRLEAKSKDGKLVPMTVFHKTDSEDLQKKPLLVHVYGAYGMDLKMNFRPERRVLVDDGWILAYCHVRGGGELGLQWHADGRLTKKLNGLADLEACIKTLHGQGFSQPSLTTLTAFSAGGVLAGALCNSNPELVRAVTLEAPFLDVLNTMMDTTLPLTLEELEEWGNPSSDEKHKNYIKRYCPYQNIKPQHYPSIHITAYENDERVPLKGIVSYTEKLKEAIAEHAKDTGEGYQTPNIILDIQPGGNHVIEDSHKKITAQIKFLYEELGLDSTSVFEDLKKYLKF
# PP1 counter: PP1-alpha phosphatase inhibitors, primary screen, counter-screen for PP5 inhibitor project, biochemical, fluorescence, OMFP substrate, single point. purified PP1alpha. inhibition, % at 6.7 µM. 320,000 tested, 0.9% active. AID 2235, 2010;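 active = inhibition above the mean inhibition of all tested compounds plus 3 SD, computed separately for each screening campaign, cut at about 15% in these data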
# LYPLA2 inh: LYPLA2 inhibitors, primary screen, counter-screen for PME1 inhibitor project, biochemical, fluorescence polarization, FP-Rh probe ABPP | Acyl-protein thioesterase 2 (Homo sapiens), O95372 | recombinant LYPLA2 | inhibition, % at 5.9 µM | 320,000 tested, 0.38% active | AID 2177, 2009;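 active = inhibition above the screen-wide mean plus 3 SD, limit set per campaign, cut at about 26% in these data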;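 note: 0% = LYPLA2 with DMSO and 100% = wells lacking LYPLA2 enzyme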
# Target sequence (O95372 whole entry, looked up): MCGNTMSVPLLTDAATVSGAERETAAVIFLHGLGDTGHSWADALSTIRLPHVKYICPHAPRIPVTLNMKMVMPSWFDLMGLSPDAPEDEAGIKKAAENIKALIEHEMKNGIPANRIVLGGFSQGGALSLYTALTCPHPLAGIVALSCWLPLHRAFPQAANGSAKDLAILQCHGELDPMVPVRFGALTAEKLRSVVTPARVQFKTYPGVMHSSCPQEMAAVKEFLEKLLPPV
# CTSL1 counter: Fasciola hepatica cathepsin L1 inhibitors, primary screen, counter-screen for PFM18AAP inhibitor project, biochemical, QFRET, fluorogenic peptide substrate. recombinant F. hepatica cathepsin L1, Z-Leu-Arg-MCA fluorescence. inhibition, % at 5.96 µM. 300,000 tested, 0.49% active. AID 1906, 2009;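 active = inhibition above the mean of all tested compounds plus 3 SD, set per screening campaign, cut at about 17% in these data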;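 note: 0% = plate median of test compound wells and 100% = 1 µM Z-Phe-Ala-diazomethylketone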
# GASC-1 inh: inhibitors of GASC-1 histone demethylase, primary screen, biochemical, fluorescence, DELFIA europium | 330,000 tested, 0.069% active | GST-JMJD2C(1-420) H3K9me3 demethylation | inhibition, % at 2.35 µM | AID 2099, 2009;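 active = more than half of a compound's replicate wells show inhibition beyond 50%, single wells judged on their own value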;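 note: signal counts dimethyl H3K9 product captured on neutravidin plate; 0% = median of DMSO wells and 100% = 0.3 times that DMSO median; strong numbers were not always called active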
# Efflux pump mplx: inhibitors of Candida efflux pumps in yeast, primary screen, S. cerevisiae, Nile Red, multiplex; S. cerevisiae Candida pump triplex; inhibition, % at 10 µM; 330,000 tested, 0.44% active; AID 485275, 2010;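 active = plate passing quality check with inhibition over a set limit, or well fluorescence over plate mean plus 4 SD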;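 note: Nile Red retained in pooled yeast measured as flow cytometry median fluorescence; 0% = buffer negative control and 100% = Enniatin B positive control; higher means more Nile Red kept so more efflux inhibition; some compounds called inactive have numbers as strong as hits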
# TPT1 inhibitor: Candida albicans TPT1 enzyme inhibitors, primary screen, biochemical, fluorescence polarization. tRNA 2'-phosphotransferase TPT1 (Candida albicans SC5314). recombinant caTPT1, FP RNA substrate dephosphorylation. inhibition, % at 5 µM. 300,000 tested, 0.81% active. AID 1962, 2009;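 active = inhibition above the mean of all tested compounds plus 3 SD, set per screening campaign, cut at about 24% in these data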;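 note: plate controls were DMSO alone for no effect and ferristatin control at 100 nM for full effect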
# * hit, by the source's call; nt = no result given; & = joins results of further samples.
SMILES,PP5 inh,HCV core dimer,PREPL inh,PP1 counter,LYPLA2 inh,CTSL1 counter,GASC-1 inh,Efflux pump mplx,TPT1 inhibitor
Cc1cc(C)n2nc(C(=O)OCC(=O)N(C)CC(=O)Nc3ccccc3Cl)nc2n1,2.8,-1,0,-3,-3,13,-5,0.0,3
CCN(CC)C(=O)n1c(Cc2ccccc2)nc2ccccc21,1.4,3,-7,1,0,-2,-4,-0.1,-3
Cc1ccc(CCNC(=O)C2CCCN(c3nc4ccccc4o3)C2)cc1 (stereo not given),-0.2,1,13,-1,5,-1,-64,-8.0,-2
CCOC(=O)c1cc2n(n1)C(C(F)(F)C(F)(F)F)CC(C)N2 (stereo not given),0.5,2,4,-2,3,-8,3,0.0,-5
CC(=O)c1ccc(NC(=S)Nc2cccc(S(=O)(=O)Nc3c(C)n(C)n(-c4ccccc4)c3=O)c2)cc1,0.2,5,2,3,-1,1,-26,-0.1,0
O=C(NC(Cc1c[nH]c2ccccc12)c1nnc2n1CCCCC2)c1cccs1 (stereo not given),5.1,5,14,-9,3,9,0,-0.2,-6
CCOc1ccc(S(=O)(=O)N2CCOCC2)cc1NC(=O)CN1C(=O)NC(C)(c2ccccc2)C1=O (stereo not given),-1.9,4,-5,0,-3,-6,4,0.0,1
COc1ccc(N(Cc2cc3ccc(C)cc3[nH]c2=O)C(=O)C2CCCO2)cc1 (stereo not given),0.5,0,-1,-2,1,0,2,0.0,4
COc1ccccc1Nc1nc(=O)[nH]nc1C,2.7,0,8,0,-1,0,4,0.3,3
COC(=O)c1ccc(NC(=O)c2ccco2)cc1,-2.6,-3,16,2,-1,2,-11,0.0,1
CCN(CC)S(=O)(=O)c1ccc(C)c(NC(=O)CNc2cccc(S(=O)(=O)N3CCOCC3)c2)c1,-1.4,4,1,-5,0,0,9,0.1,0
Cc1cc(C)cc(NCCC#N)c1,-2.3,2,1,8,-2,-2,1,0.2,3
N#C/C(=C/c1ccccc1)c1nn(CCO)c(N)c1C#N,0.8,0,23,-3,6,2,-3,0.0,-1
Cn1c(=O)c2c(nc(N3CCOCC3)n2CCSc2ncccn2)n(C)c1=O,1.2,-7,5,0,-2,2,2,-0.1,-1
O=C(N/N=C/C(Cl)=C/c1ccc([N+](=O)[O-])cc1)C(=O)Nc1cccc(C(=O)O)c1,-0.5,9,11,1,2,12,-1,-0.1,-1
N=c1ccccn1CC(O)COc1ccccc1 (stereo not given),-0.3,-2,6,-1,4,2,-2,0.0,-1
N#Cc1c(NCCO)nc(NCc2ccccc2)c2c1CCN(Cc1ccccc1)C2,1.9,-2,24,1,-1,2,1,0.1,-9
Cc1ccc(NC(=O)CCNS(=O)(=O)c2ccc(Br)cc2)cc1S(=O)(=O)N1CCOCC1,-0.9,-3,11,0,-4,0,-6,-0.1,-2
COc1ccc(NC(=O)C2=CC(c3ccc(OC)c(OC)c3)=NS(=O)(=O)N2C)cc1,0.3,5,3,-2,-2,3,0,-0.1,1
CCOC(=O)CNC(=O)Cn1cnc2c(nnn2-c2ccc(C)cc2)c1=O,1.9,-2,15,-4,4,-3,8,-0.3,1
CCc1ccccc1N(C(=O)c1ccco1)C(C(=O)NC1CCCC1)c1cccnc1 (stereo not given),1.8,0,6,2,-4,3,13,0.3,0
COc1ccc2c(C)nc(N/C(N)=N/S(=O)(=O)c3ccc(C)cc3)nc2c1,1.3,12,-15,0,0,3,-3,0.0,-7
O=C(NCc1n[nH]c(=S)n1-c1ccccc1)c1ccc(S(=O)(=O)N2CCOCC2)cc1,2.7,3,9,-2,6,-4,-2,0.4,-3
CC1CCCCC1NC(=O)CN1C(=O)NC(C)(c2ccc(OC(F)F)cc2)C1=O (stereo not given),-1.7,-6,-1,0,-3,-1,-1,0.1,-3
N#C/C(=C\c1c(Cl)cccc1Cl)c1nc2ccccc2[nH]1,2.6,-1,18,0,-4,-5,3,0.5,0
Cc1ccc(Nc2nc(CSc3nnc(-c4cccnc4)n3-c3ccccc3F)cs2)cc1,3.6,12,18,0,6,-5,4,-0.1,5
CC(C)c1ccc(NC2CCCN(C(=O)c3ccnc(Cl)c3)C2)cc1 (stereo not given),-0.9,-1,5,-4,3,0,-15,-0.1,1
COc1ccc(NS(=O)(=O)c2ccc3c(c2)NC(=O)C(C)S3)cc1 (stereo not given),0.7,9,-5,3,-5,0,1,-0.2,0
Cc1cccc(NC(=O)CSc2nc3[nH]ncc3c(=O)n2-c2ccccc2)c1,-0.3,5,-17,-1,-2,1,0,-0.3,7
COc1ccc(/C=N/N=C2/NC(=O)C(CC(=O)O)S2)cc1OCc1ccc(Cl)cc1Cl (stereo not given),0.9,18,2,4,1,6,-1,-0.2,-1
Cc1cc(C)nc(N2CCC(C(=O)Nc3ccc4c(c3)CCC4)CC2)n1,0.7,10,4,-1,1,-1,-1,-5.7,-1
CSC1=NCCN1S(=O)(=O)c1ccc(F)cc1,0.4,-15,10,0,11,-3,-4,-0.1,0
Nc1ccc2c(c1)C(=O)N(CCCCCC(=O)O)C2,4.1,-2,-8,-2,-1,1,-4,0.3,4
COc1cc(C2NC(=O)NC(C)=C2C(=O)OCc2ccccc2)ccc1O (stereo not given),0.3,-2,1,-5,-8,2,-10,-0.2,-2
O=S(=O)(NCCN1CCOCC1)c1ccc(Cl)s1,0.4,1,-5,0,-5,0,3,-0.1,-2
COc1ccc(/C=C2\COc3ccccc3C2=O)c(OC)c1,2.6,6,7,-2,-4,0,-10,0.4,-13
O=C(Cc1csc(N2CCOCC2)n1)N/N=C/c1cccc(O)c1,0.5,0,4,0,0,-4,-2,-0.2,-2
Cc1cc(C(=O)Nc2c(C)nn(Cc3ccc(Cl)cc3)c2C)no1,-2.6,1,15,-3,1,-3,-25,0.2,2
O=C1CSC(=S)N1/N=C/c1ccc(O)c(O)c1O,0.3,5,19,15,-10,6,2,-0.1,11
O=C(CSc1nc(-c2ccccc2)cc(=O)[nH]1)Nc1ccc(F)c(F)c1,0.3,-13,12,4,0,-3,12,0.2,-2
Cc1ccc(NC(=S)N(N)CCO)cc1,1.2,0,4,-5,7,10,-1,-0.1,-1
C=CCNC(=O)c1ccccc1NS(=O)(=O)c1ccc(OC)c(C(=O)N2CCOCC2)c1,-0.8,-1,-7,-1,-2,2,4,0.0,-2
O=S(=O)(c1cccs1)N1CCC2(CC1)OCCN2S(=O)(=O)c1ccccc1,1.6,0,-3,3,-1,3,15,0.0,-4
CS(=O)(=O)N(Cc1ccccc1)c1ccccc1C(=O)O,1.5,-4,8,0,2,-2,-6,0.0,0
CN(C)S(=O)(=O)c1ccc(SCC(=O)N2CC(=O)Nc3ccccc32)nc1,-1.1,nt,6,-3,4,nt,4,0.0,nt
CCn1cc(C(=O)Nc2ccc3c(c2)OCCO3)c2cc(OC)c(OC)cc2c1=O,2.9,-3,0,2,-2,0,6,-0.3,-4
COc1ccc(OCC(O)CNC(=O)c2c(-c3ccccc3)noc2C)cc1 (stereo not given),-3.7,4,-3,-2,0,-1,8,0.1,-2
CCOC(=O)CN(Cc1sccc1C)C(=O)Nc1ccc(OCC)cc1,0.3,0,-8,-1,-1,1,-10,0.1,2
CC(=O)N/C(=C/C(C)C)c1ccccc1,1.8,nt,8,-2,1,nt,-1,0.0,nt
COc1ccc2c(c1)C(C)=CC(C)(C)N2C(=O)C(C)N1C(=O)c2ccccc2C1=O (stereo not given),2.0,1,14,1,-4,2,-4&16,-0.1,0
Nc1nc(SCc2nc3scc(-c4cccs4)c3c(=O)[nH]2)n[nH]1,2.3,11,-12,6,-2,2,5,-0.1,1
O=C(CNC(=O)Cc1cccc2ccccc12)NCc1ccccc1F,1.0,-12,7,0,5,3,-6,-0.1,-3
Cc1cccc(-c2noc(CNS(=O)(=O)c3ccccc3)n2)c1,2.6,-2,-18,0,-4,2,-11,0.0,7
COc1c(C)cc(Br)cc1C(=O)NCc1cccnc1,0.6,-1,4,-1,3,-1,-1,-0.2,-3
Cc1ccc(-c2nn(-c3ccccc3)cc2C(=O)NCCCN2CCCC2=O)cc1,1.4,-6,13,-3,4,5,1,-0.1,-3
COc1ccc(-c2cnnc(N/N=C/c3ccc(O)c(OC)c3)n2)cc1,-0.2,-10,23,-2,-6,10,-8,0.2,3
COc1cc(CN(CC2CCCO2)C(=O)c2ccco2)cc(OC)c1OC (stereo not given),-1.8,5,3,0,3,-1,1,0.0,0
Oc1c(C=Nc2ccccc2)sc(=S)n1Cc1ccccc1,-0.3,1,6,0,-10,-2,-1,-0.2,43*
COC(=O)C1CCN(C(=O)CN(C)Cc2ccc(C(C)(C)C)cc2)CC1,0.4,-3,30,-2,-3,-3,-14,-0.1,-3
CC1(C)C(=O)OC(c2cccn2-c2ccc([N+](=O)[O-])cc2)C(C)(C)C1=O (stereo not given),1.9,4,-2,-2,-6,-3,-13,0.3,1

# 3 entries from above, with two lines to a compound.
# Every second line gives: PP5 inh	HCV core dimer	PREPL inh	PP1 counter	LYPLA2 inh	CTSL1 counter	GASC-1 inh	Efflux pump mplx	TPT1 inhibitor
Cc1ccc(NC(=O)CCNS(=O)(=O)c2ccc(Br)cc2)cc1S(=O)(=O)N1CCOCC1
    -0.9	-3	11	0	-4	0	-6	-0.1	-2
COc1ccc(NC(=O)C2=CC(c3ccc(OC)c(OC)c3)=NS(=O)(=O)N2C)cc1
    0.3	5	3	-2	-2	3	0	-0.1	1
CCOC(=O)CNC(=O)Cn1cnc2c(nnn2-c2ccc(C)cc2)c1=O
    1.9	-2	15	-4	4	-3	8	-0.3	1

# More results:
SMILES,PP5 inh,HCV core dimer,PREPL inh,PP1 counter,LYPLA2 inh,CTSL1 counter,GASC-1 inh,Efflux pump mplx,TPT1 inhibitor
CSc1nc(C)cc(/C=C\c2ccccc2)c1C#N,0.4,-2,0,-3,2,2,3,0.0,1
CC1(C)CC(=O)c2cc(C(=O)NCc3ccco3)c(=O)n(-c3ccccc3)c2C1,-0.2,2,2,-3,-1,8,10,0.0,-4
Cc1n[nH]c(C)c1C(=O)CC1(O)C(=O)N(Cc2ccccc2)c2ccc(Br)cc21 (stereo not given),1.3,2,-5,1,-3,1,7,-0.1,-1
COc1ccc(C(=O)NCC(=O)Nc2ccc(F)cc2)cc1OC,0.5,2,2,-2,-2,4,4,-0.2,-2
CC1CCc2nc(/C(C#N)=C/c3cccnc3)sc2C1 (stereo not given),2.3,-9,5,0,0,3,2,0.0,-4
CCCNC(=O)C1=C(C)C(=O)OC12CCC(C)CC2 (stereo not given),0.7,-16,-1,1,-1,0,7,-0.1,-5
COc1ccccc1CN1CCNC(=O)C1CC(=O)NCc1cn(C)nc1C (stereo not given),1.6,10,-7,-3,0,-1,-3,0.1,-3
CC(C)(C)OC(=O)NCC1CCN(S(=O)(=O)Cc2ccccc2)CC1,-0.8,-3,-2,0,-8,1,-4,0.1,-3
Cn1cccc1C(=O)N/N=C/c1c(Cl)cccc1Cl,1.1,-7,3,-1,2,0,-21,0.4,0

# Some of the compounds tested; rates above refer to the full screens.
